Assay outcomes from PubChem.
BRCA1 expr up = activators of BRCA1 expression; MCF7-BRCA1-FFLuc reporter, luminescence, 48 h; response scale: scaled: vehicle 0%, 10 µM genistein 100%; Potency, µM (top dose mostly 46.1 µM), inactives show at the top dose activation, hits mostly activators; 380,000 tested, 1.1% active; active = well fitted activation curve with a large enough effect; inconclusive = small, poorly fitted or top-dose-only effect; inactive = no such curve, though single readings can be large or run the other way; also: nearly all actives have a fitted effect of over 80% in size; some results filed as inactive show a strong effect at the top dose
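Cells: MCF7-BRCA1-FFLuc, 2000/well. Exposure: 48 h, 37 °C, 5% CO2. Read: luminescence, 15 min post-substrate. Controls: genistein 10 microM (maximal activation), DMSO (neutral).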
uPA surface inh = inhibitors of cell surface uPA generation. Potency, µM (titrated, usually from 38.3 µM), for inactives: at the highest dose activity change, negative = inhibition, actives largely listed as inhibitors. cell surface uPA generation assay, qHTS. AID 540303. 330,000 tested, 0.31% active; active = well fitted inhibition curve with a large enough effect; inconclusive = small, poorly fitted or top-dose-only effect; inactive = no such curve, though single readings can be large or run the other way; tested in mouse RAW 264.7 cells; also: % is scaled to controls: 0 for no effect and ±100 for the full control effect; nearly all actives have a fitted effect of over 55% in size
The depositor's hits bear a star; ? = inconclusive. Potency is read from the fitted curve at half-maximal effect. Not all compounds are listed (hit frequency here may not be typical).

BRCA1 expr up	uPA surface inh	canonical_smiles
-13%	3%	O=CNC1c2ccccc2CCc2ccccc21
24%	-3%	O=C1CSc2ccccc2N1
-12%	9%	CC(C)CN(C(=O)Cn1c(C(F)(F)F)nc2ccccc21)c1c(N)n(Cc2ccccc2)c(=O)[nH]c1=O
6%	16%	S=C(Cc1ccc(-c2ccccc2)cc1)N1CCOCC1
8%	1%	CSc1nc(O)c(Nc2ccccc2)c(=O)[nH]1
-25%	4%	COc1ccc(C=C(NC(=O)c2ccccc2)C(=O)O)cc1OC
14%	1%	COc1cc(NCCCn2cnc3c(OCc4ccccc4)ncnc32)cc(OC)c1OC
?	-17%	O=C1C=C(c2cc3ccccc3s2)CCC1
-16%	11%	CCCN(CC(=O)Nc1ccccc1C)C(=O)c1ccc(OCC(=O)N2CCOCC2)c(OCC)c1
-4%	-3%	O=C(O)C[C@H]1c2ccccc2S(=O)(=O)N1C1CCCCC1
-27%	-1%	Cc1ccc(S(=O)(=O)N2CCN(Cc3cccc(F)c3)CC2)cc1
-6%	-5%	CC(C)(C)C(=O)N1CCC2CC1c1cc(Cl)ccc12 (stereo not drawn)
-6%	-4%	COCn1cnc(-c2ccccc2)c1-c1ccccc1
-49%	0%	COc1ccc(OC)c(-c2cc(C(=O)Nc3ccccc3C(N)=O)c3ccccc3n2)c1
-4%	-1%	NC(=S)NN=C1CCC2(CCCCC2)CC1
-96%	-13%	CC(=O)Oc1ccc(C23c4ccccc4C2(OC(C)=O)c2cc(OC(C)=O)ccc23)cc1 (stereo not drawn)
2%	-1%	COc1ccc(C(CNC(=O)C(C)Sc2ccccc2)N2CCOCC2)cc1 (stereo not drawn)
11%	5%	COc1cccc2c(O)c(-c3ccccc3)c(=O)[nH]c12
30%	-3%	O=C(Nc1cccc(C(=O)O)c1)/C(=C/c1cccc([N+](=O)[O-])c1)NC(=O)c1cccc(Br)c1
-2%	-1%	Nc1ccc2c(c1)C(=O)c1cc([N+](=O)[O-])ccc1-2
-2%	-4%	CCCn1c(C)cc(/C=C(\C#N)C(=O)OCC(=O)N(CC)c2c(N)n(Cc3ccccc3)c(=O)[nH]c2=O)c1C
1%	8%	COC1OC2COC(c3ccccc3)OC2C(OC(C)=O)C1OC(C)=O (stereo not drawn)
-7%	-2%	Cc1ccc(C(=O)NCC(c2ccc(F)cc2)N2CCOCC2)cc1S(=O)(=O)N1CCOCC1 (stereo not drawn)
-24%	-6%	CC[C@H]1c2[nH]c3ccc(C(C)C)cc3c2[C@@H]2CCN3C(=O)CCC[C@H]1[C@H]23
-20%	3%	CCCCN1CC(COCc2ccccc2)Oc2cccc(Oc3ccc(C(C)C)cc3)c2S1(=O)=O (stereo not drawn)
0%	3%	COc1cc(CNC(=O)c2ccc3c(c2)S(=O)(=O)c2ccccc2C3=O)cc(OC)c1
?	-3%	Cn1c(-c2ccc(C(=O)c3ccccc3)s2)nc2ccccc21
-48%	1%	O=Nc1c(O)[nH]c2ccc(Cl)c(Cl)c12
19%	-4%	C/C(=N\n1c(C)nc2ccccc2c1=O)c1ccc(N)cc1
-27%	?	O=S(=O)(c1c(F)cccc1F)N(CCc1ccc(F)cc1)C[C@@H](O)COCc1ccccc1
4%	3%	CN1C(=O)CC(N2CCN(c3ccccc3)CC2)C1=O (stereo not drawn)
-2%	-4%	CN(C)CCNC(=O)c1onc(CSc2ccncc2)c1C(=O)NCCN(C)C
8%	1%	COc1c(Cl)cc(Cl)cc1C(=O)Nc1ccccc1N1CCN(C(C)=O)CC1
-27%	9%	Cc1cc(Cl)ccc1C(=O)C1CCCN(C(=O)c2ccsc2)C1 (stereo not drawn)
40%	?	CN(C(=O)c1ccc(NC(=O)Cc2cccc(NC(=O)C3CCCN(C(=O)C4CC4)C3)c2)cc1)C1CC1 (stereo not drawn)
-1%	2%	Cc1cc(C(F)(F)F)nn1CC(=O)N(C)C1CCCCC1

Reformatted: 13 of the compounds above.
smiles,BRCA1 expr up,uPA surface inh
CC[C@H]1c2[nH]c3ccc(C(C)C)cc3c2[C@@H]2CCN3C(=O)CCC[C@H]1[C@H]23,-24%,-6%
CCCCN1CC(COCc2ccccc2)Oc2cccc(Oc3ccc(C(C)C)cc3)c2S1(=O)=O (stereo not drawn),-20%,3%
COc1cc(CNC(=O)c2ccc3c(c2)S(=O)(=O)c2ccccc2C3=O)cc(OC)c1,0%,3%
Cn1c(-c2ccc(C(=O)c3ccccc3)s2)nc2ccccc21,?,-3%
O=Nc1c(O)[nH]c2ccc(Cl)c(Cl)c12,-48%,1%
C/C(=N\n1c(C)nc2ccccc2c1=O)c1ccc(N)cc1,19%,-4%
O=S(=O)(c1c(F)cccc1F)N(CCc1ccc(F)cc1)C[C@@H](O)COCc1ccccc1,-27%,?
CN1C(=O)CC(N2CCN(c3ccccc3)CC2)C1=O (stereo not drawn),4%,3%
CN(C)CCNC(=O)c1onc(CSc2ccncc2)c1C(=O)NCCN(C)C,-2%,-4%
COc1c(Cl)cc(Cl)cc1C(=O)Nc1ccccc1N1CCN(C(C)=O)CC1,8%,1%
Cc1cc(Cl)ccc1C(=O)C1CCCN(C(=O)c2ccsc2)C1 (stereo not drawn),-27%,9%
CN(C(=O)c1ccc(NC(=O)Cc2cccc(NC(=O)C3CCCN(C(=O)C4CC4)C3)c2)cc1)C1CC1 (stereo not drawn),40%,?
Cc1cc(C(F)(F)F)nn1CC(=O)N(C)C1CCCCC1,-1%,2%

The list goes on:
BRCA1 expr up	uPA surface inh	canonical_smiles
-50%	-8%	OCCOCCn1c(C2CCCN2c2nc(-c3ccc(F)cc3)cs2)nc2cc(C(F)(F)F)ccc21 (stereo not drawn)
-18%	-2%	COc1cccc(C(=O)OCCCOC(=O)c2cccc(OC)c2OC)c1OC
5%	-3%	O=C(NCc1cccc(C(F)(F)F)c1)c1cc(-c2ccccc2)nn1CC1CC(c2cccnc2)=NO1 (stereo not drawn)
-16%	8%	CC(C)c1ccc(O)c(C(=O)c2cnn(-c3ccccc3)c2)c1
-13%	-4%	CCOC(=O)Cn1c(CN(C)Cc2ccccc2)nc2c1c(=O)n(C)c(=O)n2C
-3%	-4%	CC[C@H](C)[C@H]1CNC(=S)N1CC1CCN(CC2CCC(C)CC2)CC1 (stereo partly drawn)
-22%	-9%	C=C1CCN([C@@H](Cc2ccccc2)C(=O)NCc2ccccc2)S(=O)(=O)c2ccccc21
-54%	2%	Cc1ccc(NC(=O)c2cc(C(=O)Nc3ccc(C)cc3)n(C)n2)cc1
0%	9%	O=C(O)C1C=Cc2ccccc2N1C(=O)c1ccccc1 (stereo not drawn) (tested in a mixture with another compound)
0%	8%	Cc1cc2c(=O)n(C)c(SCC(=O)Nc3ccc(F)cc3)nc2s1
-6%	-17%	COc1ccccc1NS(=O)(=O)c1cc(C(=O)N2CCN(C(=O)c3ccco3)CC2)ccc1F
-77%	5%	Cc1cc(Cc2cc(C)c(O)c(CO)c2)cc(CO)c1O
14%	3%	Cc1ccc(NCc2nnc(SCC(=O)N3CCCCC3)n2CC2CCCO2)c(C)c1 (stereo not drawn)
0%	-4%	O=C(OCc1cc(=O)c(OC(=O)c2ccccc2)co1)c1ccccc1
14%	4%	OC(COc1cccc2ccccc12)CN1CCOCC1 (stereo not drawn)
-67%	-8%	Cc1cc(=O)n2c3c(c4c(cc13)c(CN(C)C)cc(=O)n4C)OC2
-16%	3%	O=[N+]([O-])c1cccnc1Sc1ccc(Br)cc1
0%	-16%	C#CCOCCOCCOCCNc1nc(N2CCN(C(=O)C([C@@H](C)CC)n3cc(C(N)COC(=O)C(F)(F)F)nn3)CC2)nc(N2CCN(C(=O)[C@H](CCCCN)n3cc(C(N)[C@H](C)CC)nn3)CC2)n1 (stereo partly drawn)
5%	0%	Cn1cnc2c(oc3ccccc32)c1=O
16%	4%	CCCCCCOC(=O)CC1CC(C(C)=O)C1(C)C (stereo not drawn)
2%	-5%	Clc1ccc(SCc2cc(Cl)nc(-c3ccccc3)n2)cc1
8%	?	N#CC1(CCCN2CCCCC2)c2ccccc2CCc2ccccc21
-39%	2%	Cc1ccccc1Cn1c(=O)c2c(nc3n2CCCN3Cc2ccccc2)n(C)c1=O
-32%	2%	COc1cccc(NC(=O)CN(C)C(=O)/C=C/c2cn(-c3ccccc3)nc2-c2ccc(OC)c(OC)c2)c1
12%	5%	O=S(=O)(N/N=C\C=C\c1ccccc1)c1ccccc1
5%	4%	O=C1CCN(Cc2ccc(Cl)cc2Cl)C(=O)N1
-36%	11%	COc1ccc(N(C)S(=O)(=O)c2cccc(C(=O)N3CCN(c4cccc(C)c4C)CC3)c2)cc1
1%	10%	COc1ccccc1CNC(=O)C(NC(=O)C1CCCCC1)C(C)C (stereo not drawn)
-4%	3%	CCCCN1C(N)=NC[C@@H]1CCCCN
3%	13%	CC(C)C[C@@H](CN)NC(=O)c1nc[nH]c1C(=O)N[C@@H](C)C(=O)CNC[C@H](C)NC(=O)c1nc[nH]c1C(=O)N[C@@H](Cc1ccccc1)C(=O)O
9%	1%	NC(CS(=O)O)C(=O)O (stereo not drawn)
0%	1%	Cc1coc2c(C)c3oc(=O)cc(-c4ccccc4)c3cc12
-9%	1%	CN(C)CCOC1c2ccccc2CSc2ccccc21 (stereo not drawn)
-3%	1%	COc1ccc(OC)c(NC(=O)Nc2ccc(O)c3ccccc23)c1
?	2%	O=[N+]([O-])c1ccc(NN=Cc2ccc3c(c2)OCO3)nc1
-1%	12%	CC1(c2nnc(Cc3ccccc3)o2)CC(c2ccc(C#N)cc2)=NO1 (stereo not drawn)
-20%	3%	CN(C)c1ccc(C(=O)C(O)c2ccccc2Cl)cc1 (stereo not drawn)
-5%	-6%	O=C(NCc1ccc(Cl)c(Cl)c1)C1CCCC1
-2%	-12%	COC(=O)C1=C(C(=O)OC)[N+]2=C3N(C(=O)NC2(C)C)[C@H](CO)C[C@@]32c3ccccc3N(Cc3ccccc3)[C@@H]12
-63%	3%	CC(C)=CCc1c(-c2ccc(O)cc2O)oc2cc3c(c(O)c2c1=O)C=CC(C)(C)O3
-39%	?	O=C1[C@H](Cc2ccccc2)NCC=CC[C@H](c2ccc(Cl)cc2)N1Cc1ccc(Cl)cc1
-3%	-4%	COc1ccc(N=Cc2ccc(N(CCC#N)CCC#N)cc2)cc1
12%	-2%	COC(=O)c1ccc2c(c1C(=O)OC)CN(S(=O)(=O)C(C)(C)C)[C@H]2CCO
5%	2%	O=C(NCCCCc1ccccc1)c1cccc(NC(=O)C2CCC2)c1
-43%	4.5µM*	CC(=O)Nc1ccc(S(=O)(=O)N2c3ccc(F)cc3CCC2C)cc1 (stereo not drawn)
0%	-1%	Cc1csc(NC(=O)c2cccnc2Cl)n1
1%	6%	Cc1ccc(CNc2ncnc3c2cnn3C2CCCCO2)cc1 (stereo not drawn)
5%	16%	COc1cccc(NC(=O)CN(C)C(=O)c2cc(CN3C(=O)c4ccccc4C3=O)ccc2OC)c1
-3%	-11%	O=C1CC(SCCc2nc3ccccc3[nH]2)C(=O)N1c1ccc(F)c(Cl)c1 (stereo not drawn)
-61%	?	Cc1ccc(Cn2c(C(C)Nc3nc(-c4ccc(Cl)cc4)cs3)nc3cc(C(=O)NCCCO)ccc32)cc1 (stereo not drawn)
-1%	1%	COc1ccc(C(CNC(=O)CCNS(=O)(=O)c2ccccc2C(F)(F)F)N2CCOCC2)cc1 (stereo not drawn)
43%	5%	Nc1c(N(CCCO)C(=O)CCCN2C(=O)c3cccc4cccc(c34)C2=O)c(=O)[nH]c(=O)n1Cc1ccccc1
-92%	-2%	CCOC(=O)c1c2c(n(C)c1C)C(=O)C(=O)c1ccc(Br)cc1-2
-32%	-13%	COc1ccc([C@H]2/C=C\CN(S(=O)(=O)c3ccc(C)cc3)[C@@H](C)C(=O)N2Cc2ccc(F)cc2)cc1
-5%	2%	Nc1nnnn1-c1cccc([N+](=O)[O-])c1
8%	4%	COc1cc(NC(=O)c2cc(OC)c(OC)c(OC)c2)c2ncccc2c1
-19%	-1%	CN(C)/C=C(\C(=O)c1ccc(Cl)cc1)c1nnnn1-c1ccc(Cl)cc1
-21%	-24%	O=C(OCc1ccccc1Cl)c1cc([N+](=O)[O-])ccc1N1CCOCC1
57%	-15%	O=C(/C=C/c1ccccc1)Nc1cccc(C(=O)N2CCCC2)c1
-10%	23%	O=C(Cn1cc(COc2c(Br)cc(F)cc2Br)nn1)c1ccc(O)cc1

The list continues.
BRCA1 expr up	uPA surface inh	canonical_smiles
12%	16%	Cc1noc(C)c1NC(=O)N(C)C[C@H]1Oc2c(cccc2N(C)C)C(=O)N([C@H](C)CO)C[C@@H]1C
-4%	10%	COCCNC(=O)c1ccc2c(c1)S(=O)(=O)c1ccccc1C2=O
-9%	-1%	CC(=O)N(c1cc(C)ccc1C)c1ccccc1[N+](=O)[O-]
-45%	-3%	COc1cc2c(Cc3ccccc3)cncc2cc1O
-8%	-3%	Cc1ccc(NC(=O)Cn2c(=O)ccn(Cc3ccccc3)c2=O)cc1S(=O)(=O)N1CCOCC1
-8%	1%	Cc1n[nH]c2ccccc2c1=O
23%	-5%	COC(=O)c1ccc(Cn2cnc3c(N)ncnc32)cc1
-82%	-13%	CCc1nc(N)nc(N)c1-c1ccc(N(C)Cc2ccccc2)c([N+](=O)[O-])c1
46%	0%	CN(Cc1ccccc1)C(=O)COc1ccc2ccccc2c1
-19%	-13%	O=C1N[C@H](Cc2ccccc2)C(=O)N[C@H]1Cc1cn(S(=O)(=O)c2ccccc2)c2ccccc12
-12%	16%	CC(=O)OC(C=C(C)C)C/C(C)=C/COc1c2ccoc2cc2oc(=O)ccc12 (stereo not drawn)
